# Source: PubChem BioAssay (several laboratories)
# NPY1 pot ag: human NPY-Y1 potentiation or agonism, primary screen. NPY-Y1 expressing cells, potentiator/agonist activation. actives 0.37% (n = 220,000). activation, % at 3.6 µM. P25929; in the data active = activation above about 33%, passing the limit was not always enough;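 also: cells stimulated with NPY at EC10 then isoproterenol at EC100; 0% = low agonist plus stimulus and 100% = saturating agonist plus stimulus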
# Target sequence (P25929 whole entry, looked up): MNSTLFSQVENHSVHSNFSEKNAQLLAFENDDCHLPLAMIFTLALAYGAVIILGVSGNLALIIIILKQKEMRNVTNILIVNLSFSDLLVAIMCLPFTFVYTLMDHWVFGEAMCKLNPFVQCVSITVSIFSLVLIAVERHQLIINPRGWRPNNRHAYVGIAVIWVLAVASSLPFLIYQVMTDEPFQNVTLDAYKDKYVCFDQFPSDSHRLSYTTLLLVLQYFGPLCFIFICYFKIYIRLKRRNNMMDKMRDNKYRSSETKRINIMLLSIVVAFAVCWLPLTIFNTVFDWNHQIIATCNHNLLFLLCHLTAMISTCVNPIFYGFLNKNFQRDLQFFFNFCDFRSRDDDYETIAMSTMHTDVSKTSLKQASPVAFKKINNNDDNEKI
# BaF3 tox: reduces parental Ba/F3 cell viability, JAK2V617F counter-screen; AID 1486; inhibition, % at 5.6 µM; actives 1.1% (n = 220,000); CellTiter-Glo ATP luminescence;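 active = inhibition above a per-campaign cutoff, the mean inhibition of all tested compounds plus 3 SD, cut at about 27% in these data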;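 also: 0% = DMSO wells and 100% = JAK Inhibitor I control wells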
# S1P4 agonist: agonists of human S1P4 receptor; O95977; S1P4-expressing cell line, agonist reporter assay; activation, % at 4.98 µM; actives 0.35% (n = 220,000); in the data active = activation above about 11%;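 also: 0% = DMSO vehicle and 100% = reference agonist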
# NPY-Y1 antag: NPY-Y1 (human) receptor antagonism | P25929 | HEK293-CNG Y1 cells, membrane potential fluorescence; NPY at EC95, then isoproterenol | inhibition, % at 3.6 µM | actives 1% (n = 200,000) | AID 1040;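 active = inhibition above the campaign mean inhibition of all tested compounds plus 3 SD, cut at about 20% in these data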;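 also: 0% = DMSO wells given NPY plus isoproterenol and 100% = isoproterenol alone without NPY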
#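 Material: HEK293 cells co-expressing NPY Y1 receptor and cyclic-nucleotide gated channel. Timing: compound incubation 1 h at room temperature, readout 45 min post-stimulation. Signal: fluorescence, membrane potential probe.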
# Runt-CBFb FRET: inhibitors of human RUNX1 Runt domain binding to CBFb; Cerulean-Runt/Venus-CBFb FRET ratio 530/480, 1 h; Q01196+Q13951; actives 0.46% (n = 220,000); inhibition, % at 20 µM;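 active = inhibition over about 50% at 20 µM in the single-dose screen, limit read from the data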;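 also: 0% = DMSO wells and 100% = excess unlabeled CBFb competitor control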
#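 Doses: 20 µM compound in 1% DMSO | Material: Cerulean-labeled Runt domain protein | Amount: Each fluorescent fusion protein 100 nM | Schedule: Two 1 h room-temperature incubations shielded from light | Measured by: FRET fluorescence | Evaluation: Loss of energy transfer signal | Controls: Unlabeled CBFb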
# NPY2 pot ag: human NPY-Y2 potentiation or agonism, primary screen; P49146; actives 0.45% (n = 220,000); cells expressing NPY-Y2, potentiator/agonist read-out; activation, % at 3.6 µM; in the data active = activation above about 27%;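 also: cells stimulated with NPY near EC25 plus isoproterenol at EC100; 0% = vehicle plus submaximal agonist and 100% = vehicle plus saturating agonist; some results beyond the cut were filed as inactive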
# Target sequence (P49146 whole entry, looked up): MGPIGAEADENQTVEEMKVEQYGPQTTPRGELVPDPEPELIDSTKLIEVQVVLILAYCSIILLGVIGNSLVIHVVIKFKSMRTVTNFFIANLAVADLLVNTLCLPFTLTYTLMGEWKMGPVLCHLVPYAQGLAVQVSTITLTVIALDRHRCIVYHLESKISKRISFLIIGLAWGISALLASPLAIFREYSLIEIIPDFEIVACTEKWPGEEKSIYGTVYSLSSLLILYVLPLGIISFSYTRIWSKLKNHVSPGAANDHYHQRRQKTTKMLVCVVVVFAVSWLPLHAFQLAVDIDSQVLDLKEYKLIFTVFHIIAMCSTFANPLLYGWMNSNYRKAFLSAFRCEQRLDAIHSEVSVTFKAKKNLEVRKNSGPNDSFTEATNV
# S1P4 antagonist: blocks the human S1P4 receptor | O95977 | S1P4-expressing cells, antagonist mode, reporter read-out | inhibition, % at 4.98 µM | actives 0.26% (n = 220,000); in the data active = inhibition above about 29%;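 also: 0% = wells stimulated with agonist and 100% = vehicle wells without agonist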
# Ba/F3 V617F tox: lowers viability of Ba/F3 cells expressing EpoR and JAK2V617F; actives 1.1% (n = 220,000); AID 1446; ATP luminescence; inhibition, % at 5.6 µM;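 active = inhibition above the campaign mean plus 3 SD over all tested compounds, cut at about 24% in these data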;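 also: cytokine-independent growth of Ba/F3 cells driven by EpoR plus mutant JAK2; 0% = DMSO-treated cells and 100% = JAK inhibitor I control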
# RBBP9 inhibitor: blocks human serine hydrolase RBBP9 | O75884 | recombinant RBBP9, FP-Rh probe fluorescence polarization | inhibition, % at 7.94 µM | actives 0.2% (n = 220,000) | AID 1515;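 active = inhibition above the campaign mean of all tested compounds plus 3 SD, cut at about 14% in these data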;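 also: plate controls were DMSO wells with RBBP9 for no effect and wells lacking RBBP9 protein for full effect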
# Target sequence (O75884 whole entry, looked up): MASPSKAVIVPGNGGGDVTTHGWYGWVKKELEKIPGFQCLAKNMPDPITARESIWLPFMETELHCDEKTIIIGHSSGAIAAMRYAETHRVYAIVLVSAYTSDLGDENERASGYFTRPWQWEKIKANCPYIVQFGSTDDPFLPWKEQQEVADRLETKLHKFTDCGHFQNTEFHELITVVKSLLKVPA
#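 Test system: recombinant human RBBP9; Timing: 30 min then 45 min, 25 °C; Detection: fluorescence polarization; Control set: RBBP9 with DMSO as uninhibited control, no-protein wells as full inhibition; Compound dosing: one concentration, 7.94 µM nominal, 0.794% DMSO; Probe or stimulus: FP-Rh activity-based probe, 375 nM before mixing.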
# * = called active by the depositor; · = no result given. Not a hit list (roughly 3.6% active in at least one column).
SMILES,NPY1 pot ag,BaF3 tox,S1P4 agonist,NPY-Y1 antag,Runt-CBFb FRET,NPY2 pot ag,S1P4 antagonist,Ba/F3 V617F tox,RBBP9 inhibitor
Cc1c(NC(=O)Cn2cc([N+](=O)[O-])cn2)c(=O)n(-c2ccccc2)n1C,6,-1,-0.3,3,14,-13,-38,-1,7
O=C(O)CSc1nccn1-c1cccc(Cl)c1,9,1,-0.3,7,1,-1,-15,-4,-2
OCCCNc1nc(-c2ccc(Br)cc2)nnc1-c1ccc(Cl)cc1,10,10,0.0,-2,0,6,15,6,-13
COC(=O)Nc1c(C)nn(Cc2ccccc2C)c1C,-15,5,2.6,8,0,-10,-21,3,1
CCC(C)NC(=O)CSC1=Nc2ccccc2C2=NC(c3ccccc3)C(=O)N12 (centres undefined),-5,5,-0.8,2,1,3,-5,2,-4
COc1ccc(C(O)(CCc2ccccc2)CCN2CCCCC2)cc1 (centres undefined),-6,6,1.2,2,1,0,-2,0,1
COCCCNC(=O)/C(C#N)=C/c1cccc(NC(=O)c2ccccc2Cl)c1,-22,8,5.4,0,1,4,-2,2,-6
Cc1cc(C)nc(CC(N)=O)n1,-1,0,0.7,3,0,-11,-3,-2,3
CCC(c1c(C)[nH]oc1=O)c1c(C)[nH]oc1=O,-11,-2,1.8,-4,0,3,3,-6,-1
O=C1CC(NCC2CCCO2)C(=O)N1c1ccc(Cl)cc1 (centres undefined),7,6,2.0,5,4,-6,-21,-4,-2
CCOc1ccccc1NC(=O)C(CC(C)C)NC(=O)C1CCCCC1 (centres undefined),-24,6,1.3,15,2,-14,5,2,1
COc1ccc(Nc2nc(N)nc(CCl)n2)cc1,16,-1,-0.5,·,1,-2,-2,45*,-8
O=C(COC(=O)C1(c2ccccc2F)CCCC1)Nc1ncc(C(F)(F)F)cc1Cl,7,1,-0.5,-3,-5,10,-7,-7,0
Cc1onc(-c2ccccc2)c1C(=O)Nc1nc(-c2ccc(F)c(F)c2)cs1,-37,7,-1.1,4,2,-23,1,2,-16
COc1ccc(OC(C)C(=O)Nc2cccc([N+](=O)[O-])c2)cc1 (centres undefined),0,4,-0.4,7,0,-4,-4,-1,-8
COc1ccc(CNC(=O)c2cnc3cc(C)ccn3c2=O)cc1,-9,7,-0.9,2,2,-24,-8,-1,-6
CS(=O)(=O)N1CCN(c2ccc([N+](=O)[O-])c(SCc3ccco3)c2)CC1,0,9,0.7,5,41,2,-12,-1,-4
CN(C)CCN(C(=O)/C=C/c1cccs1)c1nc2c(F)cc(F)cc2s1,29,7,0.9,3,-6,46*,-11,2,-9
Cc1[nH]nc2c1C(Cc1ccccc1)C(C#N)=C(N)O2 (centres undefined),-11,1,0.9,-3,-2,0,3,0,-3
CCOC(=O)c1c(C)oc2c1c(C=NC1CCS(=O)(=O)C1)c(O)c1ccccc12 (centres undefined),14,2,-0.3,6,-86,4,5,1,-2
Cn1cccc1C(=O)NC(=O)COC(=O)c1cc(S(=O)(=O)N2CCCCC2)ccc1Cl,-9,8,1.3,-5,1,-2,-21,1,-2
O=c1[nH]c(Nc2ccc(F)cc2)cc2ccccc12,10,3,1.9,-4,13,-10,2,-1,1
O=C(NCC1CCCO1)c1ccc2c(=O)n(Cc3ccco3)c(SCC(=O)N3CCCC3)nc2c1 (centres undefined),-13,7,0.0,1,0,11,-20,-2,-7
CC1CC(C)(C)NC(=S)N1CC(=O)N1CCN(Cc2ccc3c(c2)OCO3)CC1 (centres undefined),23,6,0.5,2,3,12,7,0,3
Cc1ccc2c(c1)N(CCC(=O)NCC1COc3ccccc3O1)C(=O)CO2 (centres undefined),-4,0,-0.5,-6,2,6,-15,-5,-9
# The list continues:
SMILES,NPY1 pot ag,BaF3 tox,S1P4 agonist,NPY-Y1 antag,Runt-CBFb FRET,NPY2 pot ag,S1P4 antagonist,Ba/F3 V617F tox,RBBP9 inhibitor
O=C(O)CSc1nnc(COc2cccc3cccnc23)n1-c1ccc(Cl)cc1,-1,2,1.7,4,-1,0,-23,-4,0
O=C(CCn1cccc1)NCc1ccc2c(c1)OCO2,-7,1,-0.7,2,2,13,-5,-4,-1
COCCCNC(=O)CN(CCc1ccccc1)S(=O)(=O)c1ccc(OC)cc1,13,-2,0.3,-3,0,4,-12,-1,-3
O=C(NCCCN1CCOCC1)c1ccc(Cl)cc1[N+](=O)[O-],-9,1,0.5,-2,0,0,-14,-3,-9
CCN(CC)S(=O)(=O)c1ccc(Cl)c(NC(=O)COc2ccc(OC)cc2[N+](=O)[O-])c1,-9,2,-1.9,6,-2,1,-12,0,1
CCOC(=O)c1sc(NC(=O)CSc2nnc(C(C)C)n2C)nc1C,4,3,-1.6,-6,-2,-5,-8,-2,-6
O=C(NCCCN1CCOCC1)C1CC(=O)N(C2CCCCC2)C1 (centres undefined),-7,1,4.1,5,1,0,-13,-2,-6
Cc1cc(C)n(C(=O)c2ccc(Cl)c(F)c2F)n1,5,1,0.4,5,0,0,0,-4,-2
COc1ccc(Cc2n[nH]c(=S)o2)cc1,-22,-1,1.5,11,6,-16,-5,-3,3
CCn1c(=O)n(CC(=O)Nc2cc(OC)c(OC)c(OC)c2)c(=O)c2ccccc21,-2,0,-2.9,4,2,17,12,-2,-3
Cc1cccc(C(=O)O/N=C/c2ccc(Br)cc2)c1,9,3,1.3,0,0,-2,0,-3,-7
O=C(COC(=O)/C=C/c1cccc(Cl)c1)Nc1ccccc1-c1ccccc1,-13,2,-0.5,7,-1,-1,-7,2,-3
CCOC(=O)CNC(=O)C(Cc1ccccc1)NS(=O)(=O)c1ccc2c(c1)CCC(=O)N2 (centres undefined),2,0,0.0,1,·,-9,-4,-1,-6
Cn1cc(C(=O)N/N=C/C=C/c2ccccc2)ccc1=O,-6,8,0.2,0,-1,2,-4,0,-2
O=C(Cc1ccc(Br)cc1)Nc1ccccc1Sc1ccccc1,2,3,0.6,4,-1,-8,-19,0,-4
COc1cc(CNCc2ccccn2)ccc1OCc1ccc(Cl)cc1Cl,-30,1,-0.1,10,-3,-16,-5,-4,-7
CCOC(=O)C(Cc1ccccc1)NC(=O)CNC(=O)CNC(=O)OCc1ccccc1 (centres undefined),-1,0,1.7,1,-1,9,-11,-2,-5
COC(=O)Nc1ccc(Cn2cc(C(F)(F)F)ccc2=O)cc1,-4,8,1.6,-2,-1,-13,2,7,5
CCOC(=O)CSc1nnc2n1C(C)(C)Cc1ccccc1-2,-2,4,-1.4,1,-3,-2,-14,-1,-7
Cc1ccc(-c2cc(C(=O)NCc3ccco3)c3ccccc3n2)s1,-16,-3,0.8,2,4,-11,-17,4,-15
CCN(CC)CCOC(=O)C1c2ccccc2Oc2ccccc21,7,-1,-0.1,4,0,6,10,-2,2
COc1ccc(OCCn2c(=O)sc3ccccc32)cc1,-11,5,0.4,4,-1,-8,-15,-1,3
Cc1ccc(-c2nn3nnnc3c3ccccc23)cc1,-3,1,2.3,2,-3,13,2,-5,-2
O=C(N/N=C/c1c(O)n(Cc2ccco2)c(=O)[nH]c1=O)c1ccccc1,20,4,0.9,·,4,-6,-5,-1,1
COc1cc(NS(=O)(=O)c2ccc(NC(=O)COc3ccc(C)cc3C)cc2)nc(OC)n1,-30,9,-0.2,-2,-3,-8,3,4,-1
# (continued)
SMILES,NPY1 pot ag,BaF3 tox,S1P4 agonist,NPY-Y1 antag,Runt-CBFb FRET,NPY2 pot ag,S1P4 antagonist,Ba/F3 V617F tox,RBBP9 inhibitor
CC(C)COC(=O)C1C2C=CC3(CN(C4CCCC4)C(=O)C13)O2 (centres undefined),-2,2,0.2,4,2,12,-6,-4,-7
Cc1ccc(C)n1CCN1CCN(CC(=O)Nc2cc(C(F)(F)F)ccc2Cl)CC1,-3,1,2.5,-2,-2,10,-14,-1,-8
COC(=O)c1ccccc1NC(=O)NCc1ccncc1,-12,3,3.1,4,1,0,-11,0,2
O=C(CSc1nccn1-c1ccc(F)cc1)Nc1ccc2c(c1)OCO2,-14,5,0.0,-1,-1,8,14,5,-5
C/C(=C\c1ccccc1)C(=O)NC1CCSC1=O (centres undefined),8,2,-1.4,3,-2,4,-25,-3,-8
O=C(COc1ccc2ccccc2c1)NCCn1ccc2ccccc21,-11,1,2.8,6,-2,-16,3,-5,1
O=C(CCn1c(=O)[nH]c2ccccc2c1=O)Nc1ccccc1,2,2,1.8,-2,-3,2,-2,-2,-1
Cn1cnnc1SCC(=O)Nc1cc(C(F)(F)F)ccc1N1CCOCC1,6,-1,-0.8,-4,0,7,8,-3,-7
CC(C)N1C(=S)SC(C)(C)C1n1oc(=O)n(-c2ccc(Cl)c(Cl)c2)c1=O (centres undefined),-6,2,2.5,5,1,2,-18,-6,1
CC1CCCC(C)N1CCNC(=O)C1CCN(S(=O)(=O)N2CCCCC2)CC1 (centres undefined),-6,0,-0.6,1,3,18,-8,-7,-3
NS(=O)(=O)c1ccc(NN=C2CCN(Cc3ccccc3)CC2)c([N+](=O)[O-])c1,18,9,-0.4,0,-2,-1,9,2,-1
CCOC(=O)N1CCN(CC(O)COCc2cc(OC)c(OC)c(OC)c2)CC1 (centres undefined),1,0,0.7,2,0,8,-4,-2,0
O=C(C1CC1)N1CCc2cc(S(=O)(=O)N(CCO)Cc3ccccc3)ccc21,1,4,1.2,11,1,-12,-22,-2,-5
NS(=O)(=O)c1cccc(NC(=O)Nc2ccccc2)c1,5,1,0.5,·,0,-3,-6,-6,-5
CCN(CC)S(=O)(=O)c1ccc(/C=C/C(=O)OCC(=O)c2c(N)n(C)c(=O)n(C)c2=O)cc1,3,3,0.3,8,-8,4,-14,1,-7
COC(=O)c1ccc(NC(=S)NN2CCOCC2)cc1,13,2,1.3,4,2,-5,-22,-3,-15
Cc1ccc(NC(=S)N(CCN(C)C)C(C)c2cccnc2)cc1 (centres undefined),5,0,1.7,2,0,13,2,-3,0
COc1ccc(-c2nc(CCNC(=O)c3ccc(Br)o3)cs2)cc1,-27,7,-0.4,-3,0,-32,-13,-2,-3
Cc1cccc2cc(CN(C(=O)c3cccs3)c3ccccc3)c(=O)[nH]c12,13,9,2.3,-1,-2,10,-16,4,-2
CC(=O)Nc1ccc(NC(=O)Nc2ccc(C)c(C)c2)cc1,-5,1,0.0,-1,-1,3,-11,0,-9

# In a second layout: entries from further up
SMILES | NPY1 pot ag | BaF3 tox | S1P4 agonist | NPY-Y1 antag | Runt-CBFb FRET | NPY2 pot ag | S1P4 antagonist | Ba/F3 V617F tox | RBBP9 inhibitor
C/C(=C\c1ccccc1)C(=O)NC1CCSC1=O (centres undefined) | 8 | 2 | -1.4 | 3 | -2 | 4 | -25 | -3 | -8
O=C(COc1ccc2ccccc2c1)NCCn1ccc2ccccc21 | -11 | 1 | 2.8 | 6 | -2 | -16 | 3 | -5 | 1

# Full records, quoted from the list. Values in the order: NPY1 pot ag	BaF3 tox	S1P4 agonist	NPY-Y1 antag	Runt-CBFb FRET	NPY2 pot ag	S1P4 antagonist	Ba/F3 V617F tox	RBBP9 inhibitor
# Shown for `CCN(CC)S(=O)(=O)c1ccc(/C=C/C(=O)OCC(=O)c2c(N)n(C)c(=O)n(C)c2=O)cc1` = 3	3	0.3	8	-8	4	-14	1	-7
# Shown for `CC(C)COC(=O)C1C2C=CC3(CN(C4CCCC4)C(=O)C13)O2` (centres undefined) = -2	2	0.2	4	2	12	-6	-4	-7
